RmlCD inh 1536: M. tuberculosis RmlC/RmlD inhibition; RmlC+RmlD coupled enzyme assay, percent inhibition; primary screen in compound mixtures; inhibition, % at 3.6 µM; actives 0.03% (n = 160,000); AID 1533; in the data active = inhibition mostly above about 34%, no sharp cut-off; inconclusive = no clear call, values can overlap the other calls; inactive = mostly below about 22%; note: some results filed as inactive read as strong as hits
Target sequence (P9WH09 whole entry, looked up): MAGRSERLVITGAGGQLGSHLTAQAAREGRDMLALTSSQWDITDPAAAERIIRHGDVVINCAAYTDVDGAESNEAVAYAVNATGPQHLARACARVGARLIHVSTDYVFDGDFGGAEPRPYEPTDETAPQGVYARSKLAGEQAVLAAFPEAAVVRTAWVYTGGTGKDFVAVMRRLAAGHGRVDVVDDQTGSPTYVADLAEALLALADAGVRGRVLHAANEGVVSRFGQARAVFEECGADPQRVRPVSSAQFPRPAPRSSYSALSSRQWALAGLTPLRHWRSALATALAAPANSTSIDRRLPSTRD
Target sequence (P9WH11 whole entry, looked up): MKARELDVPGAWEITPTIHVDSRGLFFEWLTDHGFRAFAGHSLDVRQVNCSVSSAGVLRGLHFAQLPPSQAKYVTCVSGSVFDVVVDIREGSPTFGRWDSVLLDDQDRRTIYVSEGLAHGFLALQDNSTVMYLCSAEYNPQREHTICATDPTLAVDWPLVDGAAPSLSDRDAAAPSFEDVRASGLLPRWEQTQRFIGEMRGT
GlmU inhibition: inhibition of mycobacterial GlmU enzyme – biochemical, glucosamine-1-phosphate acetyltransferase (AID 1376). M. tuberculosis GlmU acetyltransferase enzyme assay; higher % means a stronger effect. actives 0.25% (n = 220,000). inhibition, %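 (tested at 30 µM in the primary screen)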, or IC50 in µM where a hit was titrated; in the data active = inhibition above about 13%; inconclusive = no clear call, values can overlap the other calls;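 note: 0% = complete reaction with vehicle and 100% = reaction without substrate; strong numbers were not always called active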
* hit, by the source's call; u = inconclusive; x = not tested or not shown. An excerpt, so the mix of outcomes need not match the whole.

| molecule | RmlCD inh 1536 | GlmU inhibition |
| --- | --- | --- |
| COc1ccc(NC(=O)c2nc[nH]c2C(=O)N[C@@H](CC(C)C)C(=O)OC(C)(C)C)cc1 | x | 6.2% |
| O=C(Nc1ccc(F)cc1F)Nc1ccccc1C(=O)NCCN1CCNC1=O | 6 | 1.3% |
| Clc1ccc(-c2csc(NNC3=NCCCCC3)n2)cc1 | -7 | -8.9% |
| CCCn1c(NCc2ccccn2)nc2ccccc21 | x | -0.2% |
| COc1cccc(CN(CC(=O)NCC2CCCO2)C(=O)CNS(=O)(=O)c2ccccc2)c1 (stereo unspecified) | x | 1.6% |
| CCc1ccc(/C=N/NC(=S)NCCc2ccccc2)cc1 | x | -1.4% |
| CCN(CC)C(=O)C1=C(C)Nc2nc3ccccc3n2C1c1cccc(OC)c1 (stereo unspecified) | -7 | -1.3% |
| CSc1ccc(Cl)c(C(=O)Nc2ccc(C)cn2)c1 | -8 | -1.8% |
| COC(=O)c1sc(S(=O)(=O)N2CCCCC2)c(C(=O)OC)c1C | 1 | 2.8% |
| Cc1cc(-c2ccccc2)nn1-c1nc2c(c(=O)[nH]c(=O)n2C)n1C | 13 | x |
| COc1ccc(C2=NN(C(=O)c3cccs3)C(c3ccc(OC)cc3)C2)cc1 (stereo unspecified) | -13 | -0.8% |
| CCn1c(SCC(=O)Nc2nc3ccc(OC)cc3s2)nnc1-c1ccoc1C | x | -4.6% |
| CC12CN3CC(C)(CN(C1)C3c1ccc([N+](=O)[O-])o1)C2=O (stereo unspecified) | 6 | 2.4% |
| COc1ccc(Oc2ccc(C(F)(F)F)cc2NC(=O)c2ccc(OC)cc2)cc1 | 4 | -0.6% |
| Cc1ccc(Cn2ncc3c(N4CCN(C5CCCC5)CC4)ncnc32)cc1 | -2 | -3.2% |
| CCCc1cc(C(=O)Nc2cccc(Cl)c2)no1 | -8 | 0.2% |
| Cc1nc(Oc2ccccc2)c2ccccc2n1 | -1 | -3.2% |
| CCNC(=O)c1c(NC(=O)C2COc3ccccc3O2)sc2c1CCCC2 (stereo unspecified) | 5 | -6.5% |
| NCCCC(=O)OC1N=C(c2ccccc2Cl)c2cc(Br)ccc2NC1=O (stereo unspecified) | -11 | -3.4% |
| Cc1ccc(C)c(-n2cc[nH]c2=S)c1 | 16 | 2.6% |
| O=C(Cc1ccc(Cl)cc1)Nc1ccc(C(=O)N2CCOCC2)cc1 | 6 | 2.1% |
| CC(C)(C)OC(=O)N1CCN(C(=O)c2cccnc2Cl)CC1 | 73 | -5.2% |
| COC(=O)C1CCN(S(=O)(=O)c2ccc(OC)cc2)CC1 | 10 | -1.1% |
| COc1ccc(N(C)S(=O)(=O)c2ccc3c(c2)oc(=O)n3C)cc1 | 16 | 2.2% |
| COCCOC(=O)C1=C(C)N(Cc2ccccc2)C(=O)NC1c1ccc(OC)cc1 (stereo unspecified) | x | -3.3% |
| Cc1ccc2c(Cl)cc(Cl)c(OCc3c(C)noc3C)c2n1 | 100 | -0.1% |
| CCc1nnc(NC(=O)NCN2C(=O)C3C4C=CC(C4)C3C2=O)s1 (stereo unspecified) | 9 | -1.9% |
| CS(=O)(=O)N1CCN(C(=O)c2c(F)cccc2F)CC1 | 5 | 2.1% |
| COC(=O)Nc1nc2ccc(-c3n[nH]c(=O)c4ccccc34)cc2[nH]1 | x | 0.1% |
| O=C(NCc1ccc(Cl)cc1)c1ccc(Cl)cc1[N+](=O)[O-] | x | 2.7% |

In the list so far, these contain an aryl thioether with sulfur outside any ring:
| molecule | RmlCD inh 1536 | GlmU inhibition |
| --- | --- | --- |
| CSc1ccc(Cl)c(C(=O)Nc2ccc(C)cn2)c1 | -8 | -1.8% |
| CCn1c(SCC(=O)Nc2nc3ccc(OC)cc3s2)nnc1-c1ccoc1C | x | -4.6% |

(listing goes on)
| molecule | RmlCD inh 1536 | GlmU inhibition |
| --- | --- | --- |
| CC(=O)NCC(=O)N1CCCC(C(=O)c2ccc(-c3ccccc3)c(F)c2)C1 (stereo unspecified) | -8 | 1.1% |
| O=C(Nc1ccc(N2CCOCC2)c(Cl)c1)c1ccc(Br)o1 | 9 | -1.6% |
| COc1ccc(-n2c(N)c(C(=O)NCc3ccco3)c3nc4ccccc4nc32)c(OC)c1 | x | 3.0% |
| O=C(Nc1ccc(Oc2ccccc2)cc1)C1CC1 | x | -2.6% |
| CCCCc1nc2ccccc2c(=O)n1-c1ccc(O)cc1 | -5 | -2.1% |
| CC(C)CC(=O)Nc1cccc(NC(=O)CC(C)C)n1 | -3 | 1.0% |
| CC(C)Cn1c(-c2ccc(Br)cc2)c[nH]c1=S | -12 | -2.2% |
| COc1cccc(OCC(=O)Nc2cc(Cl)ccc2Oc2ccccc2)c1 | -10 | 2.2% |
| COc1ccc2c(c1)C=C(CN1CCN(C3CCCC3)C(CCO)C1)CO2 (stereo unspecified) | -11 | -1.0% |
| CC1=CC(C)C2(COC(c3ccc[n+](C)c3)OC2)C(C)C1 (stereo unspecified) | -67 | -5.9% |
| CCOC(=O)c1nnn(-c2nonc2N)c1CN(C)Cc1ccccc1 | -10 | 0.7% |
| O=C(CO)N/N=C/c1ccc(Cl)cc1 | -5 | 1.8% |
| CN(CC(=O)NC1CCCCCC1)S(=O)(=O)c1ccccc1 | x | -5.0% |
| COc1ccc(/C=C2\N=C(c3ccccc3)N(c3ccc(C(=O)O)cc3)C2=O)cc1OC | 1 | 4.5% |
| COCCCN1C(=O)C(=O)/C(=C(/O)c2ccc(OC(C)C)cc2)C1c1ccc(O)c(OC)c1 (stereo unspecified) | x | -1.4% |
| COc1ccccc1N1CCN(CC(O)COc2c(OC)cccc2OC)CC1 (stereo unspecified) | -4 | x |
| COc1ccc(CCN2C(=O)NC(NC(C)=O)(C(F)(F)F)C2=O)cc1OC (stereo unspecified) | -8 | 0.4% |
| COc1ccc(C2NC(=O)C(C#N)=C(S)N2c2cccc(C)c2)cc1OC (stereo unspecified) | x | 4.0% |
| CC(=O)c1ccc(S(=O)(=O)NCCCC(=O)NCCc2ccccn2)cc1 | 8 | 7.0% |
| Cc1cccc(S(=O)(=O)c2c(C)cc(C)nc2Cl)c1 | 8 | 0.5% |
| COc1ccc(NC(=O)c2c[nH]n3c(=O)cc(C4CCN(C(=O)OC(C)(C)C)CC4)nc23)cc1Cl | 7 | 5.0% |
| NC(=S)N/N=C/c1cn(CCC(=O)O)nc1-c1cccc(Br)c1 | x | 2.2% |
| Clc1ccccc1CN1CCN(c2ccccc2Cl)CC1 | 1 | -5.7% |
| O=c1cc(CCl)nc2scc(-c3ccccc3)n12 | 0 | -0.5% |
| COc1cc(NC(=S)NCCc2c[nH]c3ccccc23)c(OC)cc1Cl | 6 | -1.9% |
| Cc1cc(SCC(=O)Nc2cccc(S(N)(=O)=O)c2)c(C)cc1Br | x | -3.5% |
| CCCC(C(=O)O)N1C(=O)/C(=C/c2cccn2C)SC1=S (stereo unspecified) | 13 | -1.8% |
| CCOc1ccccc1N1CCN(Cc2cccc(OC)c2OC)CC1 | x | 6.4% |
| CC(c1n[nH]c(=S)n1Cc1ccccc1)N(C)C (stereo unspecified) | -9 | 4.6% |
| COc1cc(-c2cc(C(=O)N3CCN(c4ccccn4)CC3)c3ccccc3n2)cc(OC)c1OC | u | 0.7% |
| COC(=O)CN1C(=O)C2(C(C(=O)OC)=C(N)Oc3ccccc32)C2=C1CC(C)(C)CC2=O (stereo unspecified) | -12 | 4.2% |
| CCOC(=O)N1CCN(c2ccccc2OC)CC1 | -8 | 0.6% |
| O=C(NC1CCCc2ccccc21)c1cccc(S(=O)(=O)N2CCOCC2)c1 (stereo unspecified) | 5 | 7.5% |
| O=c1[nH]c(=S)[nH]c(O)c1N=Nc1cccc(S(=O)(=O)N2CCOCC2)c1 | x | -1.9% |
| C=Cn1cc[n+](CC(=O)C(C)(C)C)c1 | -2 | 4.7% |
| CCOC(=O)c1cc2sccc2n1CC(=O)N1CCCC1 | 53 | 2.4% |
| O=C(COC(=O)c1ccc2c(c1)OCCO2)Nc1cc(S(=O)(=O)N2CCOCC2)ccc1Cl | 9 | 3.0% |
| CCOC(=O)c1cc(OC(=O)c2ccccc2Br)n(-c2ccccc2)n1 | 4 | -0.9% |
| CCOC(=O)c1cnc(SC)nc1N | -3 | -4.2% |
| c1ccc(-c2c[n+]3c(n2-c2ccccc2)CCC3)cc1 | -13 | -5.2% |
| O=C1/C(=C\c2cccs2)SC(=S)N1C1CCS(=O)(=O)C1 (stereo unspecified) | 0 | 6.8% |
| CCOC(=O)c1cn2nc(Oc3cccc(F)c3)ccc2n1 | -9 | 0.5% |
| O=C(O)COc1ccccc1/C=N/NC(=O)/C(=C\c1ccc2c(c1)OCO2)NC(=O)c1ccccc1 | 23 | -0.5% |
| CCOc1ccccc1C(=O)Nc1nnc(CC)s1 | -11 | -3.2% |
| NC(=O)[C@@H]1CCCNc2c(I)cc([N+](=O)[O-])cc2C(=O)N[C@@H](CCCN=C(N)N)C(=O)N[C@@H](CCCN=C(N)N)C(=O)N1 | x | -9.7% |
| Cn1c(=O)c2c(nc(NCc3ccco3)n2Cc2ccc(Cl)cc2Cl)n(C)c1=O | x | 0.1% |
| COc1ccc(C2OC34CCCCC3C(C#N)(C#N)C2(C#N)C(=N)O4)cc1 (stereo unspecified) | 9 | -4.3% |
| Nc1cc(N)c(OCC(F)(F)F)cc1OCC(F)(F)F | 7 | -8.4% |
| COCCNC(=O)/C(C#N)=C/c1ccc(N2CCOCC2)o1 | 5 | -0.4% |
| Cc1nn(Cc2ccccc2)c(C)c1C(=O)OCC(=O)c1cc(C)n(C2CC2)c1C | x | -0.6% |
| CCOc1ccccc1CNCCNCC(C)O (stereo unspecified) | x | -2.1% |
| CC(=O)OCC(=O)[C@@]1(O)CC[C@H]2[C@@H]3CCC4=CC(=O)C=C[C@]4(C)[C@@]3(Cl)[C@@H](Cl)C[C@@]21C | x | 5.8% |
| O=C(CCCCCNc1nc(=S)[nH]c2ccccc12)NCCc1c[nH]c2ccccc12 | x | -5.5% |
| O=C(NCCCN1CCOCC1)c1ccc(CS(=O)(=O)c2cccc(C(F)(F)F)c2)o1 | 5 | -3.2% |
| O=C(CSc1ccc2nnc(-c3ccc(Cl)cc3)n2n1)N1CCCC1 | x | -4.1% |
| Cc1c(C(=O)NCc2ccccc2Cl)oc2c1C(=O)CCC2 | x | 2.9% |
| COc1ccc2c(c1)C1NC(=S)NC(C)(O2)C1C(=O)Nc1ccccc1C (stereo unspecified) | x | -1.4% |
| O=C(CCSCc1ccccc1Cl)N1CCN(c2cccc(Cl)c2)CC1 | x | -0.1% |
| CCn1c(SCC(=O)NCc2cccs2)nnc1-c1ccncc1 | x | 7.6% |
| CC(C)Cn1c(-c2ccccc2)nc2ccccc2c1=O | 1 | 5.5% |

Pulled one by one from the entries so far:
| molecule | RmlCD inh 1536 | GlmU inhibition |
| --- | --- | --- |
| C=Cn1cc[n+](CC(=O)C(C)(C)C)c1 | -2 | 4.7% |
| COc1ccc(/C=C2\N=C(c3ccccc3)N(c3ccc(C(=O)O)cc3)C2=O)cc1OC | 1 | 4.5% |
| Cc1c(C(=O)NCc2ccccc2Cl)oc2c1C(=O)CCC2 | x | 2.9% |

Further entries.
| molecule | RmlCD inh 1536 | GlmU inhibition |
| --- | --- | --- |
| COc1ccc(NC(=S)Nc2cccc(C)n2)cc1 | x | -2.1% |
| Cc1ccc(C)c2[nH]c(=O)c(CCNC(=O)C(C)(C)C)cc12 | x | -1.1% |
| CCOC(=O)CSc1nc(N2CCOCC2)c2c(c1C#N)CC(C)(C)N(C)C2 | x | 3.3% |
| COC(=O)Cn1cccc1C(=O)c1ccccc1 | 5 | 2.8% |
| Cc1cc(=O)nc2c3ccccc3n(CC(=O)Nc3ccccc3Br)n12 | x | -3.8% |
| CCCSc1ccc(C(=O)Nc2ccc(F)cc2F)cn1 | 4 | -6.1% |
| Nn1cnnc1N/N=C/c1ccc(Cl)c([N+](=O)[O-])c1 | 2 | -1.8% |
| CCNC(=O)[C@H]1O[C@@H](n2cnc3c(N)ncnc32)[C@H](O)[C@@H]1O | 4 | 0.8% |
| O=C(NCCOc1ccccc1)C1Nc2ccc(OC(F)(F)F)cc2C2C=CCC12 (stereo unspecified) | x | 2.1% |
| Cn1nccc1NC(=O)Nc1ccc(OC(F)(F)F)cc1 | -2 | 3.3% |
| Cc1ccc(S(=O)(=O)N2CCN(S(=O)(=O)c3ccccc3)C2c2ccc(N(C)C)cc2)cc1 (stereo unspecified) | x | 5.8% |
| C=CCn1c(CCNC(=O)c2cccs2)nnc1SCC(=O)c1ccc(Br)cc1 | -3 | 0.4% |
| CS(=O)(=O)n1nc(-c2ccco2)nc1N | 2 | -0.5% |
| O=c1cc(N2CCCCCC2)[nH]c(=O)n1-c1ccc(Cl)cc1 | x | -4.8% |
| CSc1ccc(C(C(C(=O)c2cccs2)N2CCOCC2)N2CCOCC2)cc1 (stereo unspecified) | 0 | 1.9% |
| O=C(Cn1nc(-c2ccc(Cl)cc2)ccc1=O)NCCN1CCOCC1 | 8 | 1.1% |
| CC(C)N(C)C(=O)C(=O)c1cccn1-c1cccc(Cl)c1C#N | 32 | 7.2% |
| O=C(NCc1ccco1)C1CC(=O)N(CCc2ccccc2)C1 (stereo unspecified) | 4 | -1.4% |
| CCOC(=O)c1cc(C(=O)c2cccs2)n2ccc(C(C)=O)cc12 | -6 | 4.1% |
| CCN1C[C@]2(COC)CC[C@H](O)[C@@]34C5C[C@@H]6[C@@H](OC)C[C@@](O)(C5[C@H]6O)[C@](O)([C@@H](OC)C23)[C@@H]14 (stereo partly specified) | x | 5.0% |

Looked up above.
GlmU inhibition with COC(=O)Cn1cccc1C(=O)c1ccccc1 → 2.8%
RmlCD inh 1536 with O=C(NCc1ccco1)C1CC(=O)N(CCc2ccccc2)C1 (stereo unspecified) → 4

Screening results deposited in PubChem BioAssay by several laboratories.
